Source: PubChem (National Center for Advancing Translational Sciences (NCATS))
POLB inh = qHTS Assay for Inhibitors of DNA Polymerase Beta; Pol beta primer extension/strand displacement, fluorescence kinetic; Potency, µM (titrated, usually from 114 µM), for the others: top-dose activity change, negative = inhibition, actives largely listed as inhibitors; 340,000 tested, 1.3% active; also: potency is read from the fitted curve at half-maximal effect; % is scaled to controls: 0 for no effect and ±100 for the full control effect
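Values derive from four-parameter Hill fits of normalized kinetic data: reads at 0 and 10 min following addition of 50 nM substrate to 10 nM Pol beta preincubated 15 min with compound.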
LDHA block = qHTS assay for inhibitors of human lactate dehydrogenase | L-lactate dehydrogenase A chain (Homo sapiens), P00338 | AID 1347041, 2019 | activity change, % (values are at about 110 or 230 µM) | purified LDHA, NADH/diaphorase-resazurin fluorescence; active compounds read low | 480,000 tested, 0.15% active; in the data active = activity change below about -30%; inconclusive = mostly about -25% to -30%;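 also: plate controls were DMSO wells for no effect and wells without enzyme for full effect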
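Human LDH5 at 2 nM final in Tris HCl pH 7.4 with 0.06 mM NADH and 0.2 mM pyruvate, reacted 5 minutes at room temperature. Remaining NADH coupled via diaphorase/resazurin; resorufin fluorescence read at 0 and 20 minutes, normalized to enzyme-free and DMSO wells.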
POLH inh = qHTS for Inhibitors of Polymerase Eta | DNA polymerase eta (Homo sapiens), Q9Y253 | 390,000 tested, 1.2% active | AID 588591, 2011 | recombinant Pol eta, fluorescent DNA replication assay | Potency, µM (doses to about 114 µM), without a hit: at the highest dose activity change, negative = inhibition, most hits filed as inhibitors; also: potency is read from the fitted curve at half-maximal effect; % is scaled to controls: 0 for no effect and ±100 for the full control effect
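Pol eta at 10 nM preincubated with compounds 15 min at room temperature; reaction started with fluorescent substrate (50 nM final) and read kinetically at 0 and 10 min.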
RGS4 inhibitor = Inhibitors of Regulator of G Protein Signaling (RGS) 4: qHTS | Potency, µM (titrated, usually from 114 µM), for inactives: at the highest dose activity change, negative = inhibition, usual class: inhibitors | 390,000 tested, 0.039% active | AID 504845, 2011 | Transcreener GDP fluorescence polarization, RGS4-accelerated GTP hydrolysis; also: potency is read from the fitted curve at half-maximal effect; % is scaled to controls: 0 for no effect and ±100 for the full control effect; nearly all actives have a fitted effect of over 75% in size; some results filed as inactive show a strong effect at the top dose
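MLSMR compounds (23 nl, pin-transferred) preincubated 10 min at room temperature with a 500nM (2x) first reagent, then RGS4 at 900nM (2x) plus Transcreener GDP mix added; fluorescence polarization (620/688 nm) read before and after 90 min at 30 °C.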
APEX1 inh = qHTS Assay for Inhibitors of the Human Apurinic/apyrimidinic Endonuclease 1 (APE1); DNA repair nuclease/redox regulator APEX1 (Homo sapiens), P27695; recombinant APE1, TAMRA/BHQ-2 abasic DNA cleavage fluorescence; Potency, µM (doses to about 65.8 µM), for the others: at the highest dose activity change, negative = inhibition, most hits filed as inhibitors; 350,000 tested, 0.35% active; AID 2517, 2012;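 also: potency is read from the fitted curve at half-maximal effect; plate controls were vehicle for no effect and reference inhibitor for full effect; nearly all actives have a fitted effect of over 55% in size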
Target sequence (P27695 whole entry, looked up): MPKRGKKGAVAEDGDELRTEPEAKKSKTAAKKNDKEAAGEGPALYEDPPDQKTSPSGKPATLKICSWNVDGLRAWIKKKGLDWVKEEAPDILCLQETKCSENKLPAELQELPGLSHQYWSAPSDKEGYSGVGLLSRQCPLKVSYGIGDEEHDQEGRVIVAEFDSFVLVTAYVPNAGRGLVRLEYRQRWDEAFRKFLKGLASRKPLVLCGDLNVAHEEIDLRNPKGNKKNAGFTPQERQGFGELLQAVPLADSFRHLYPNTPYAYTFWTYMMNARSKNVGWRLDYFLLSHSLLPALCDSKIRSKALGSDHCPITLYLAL
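Activity was derived from the fluorescence gain between first and third kinetic reads (60 s intervals, ex 525/em 598 nm) after 50 nM THF-abasic TAMRA/BHQ-2 duplex was added to 0.75 nM APE1 preincubated 15 min with compound.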
Pol kappa inh = qHTS for Inhibitors of Polymerase Kappa; DNA polymerase kappa (Homo sapiens), Q9UBT6; purified Pol kappa, fluorescent DNA synthesis assay, 10 min; Potency, µM (series often up to 107 µM), for the others: top-dose activity, negative = inhibition, usual class: inhibitors; 400,000 tested, 0.53% active; AID 588579, 2011; also: potency is read from the fitted curve at half-maximal effect; % is scaled to controls: 0 for no effect and ±100 for the full control effect
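First, compounds were pin-transferred onto 10 nM Pol kappa. After 15 min at room temperature, substrate was added to 50 nM final. Fluorescence was then measured kinetically at 0 and 10 min.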
ERG Ets-DNA blk = qHTS for Small Molecule Inhibitors of the ERG Ets/DNA interaction; Transcriptional regulator ERG (Homo sapiens), P11308; Potency, µM (titrated, usually from 76.9 µM), for inactives: at the top dose FP activity, negative = inhibition, actives largely listed as inhibitors; 370,000 tested, 0.028% active; fluorescence polarization, His-ERG Ets domain / labelled DNA; active = well fitted inhibition curve with a large enough effect in the polarisation, with a control signal flat; inconclusive = small, poorly fitted or top-dose-only effect, or effect the other way, or a change in a side signal; inactive = no such curve, though single readings can be large or run the other way; the % refers to the polarisation;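 also: polarization taken with two DNA probes labelled with fluorescein and Texas red; potency is read from the fitted curve at half-maximal effect; % of control where 0% means no effect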
Target sequence (P11308 whole entry, looked up, the tested form may be a part): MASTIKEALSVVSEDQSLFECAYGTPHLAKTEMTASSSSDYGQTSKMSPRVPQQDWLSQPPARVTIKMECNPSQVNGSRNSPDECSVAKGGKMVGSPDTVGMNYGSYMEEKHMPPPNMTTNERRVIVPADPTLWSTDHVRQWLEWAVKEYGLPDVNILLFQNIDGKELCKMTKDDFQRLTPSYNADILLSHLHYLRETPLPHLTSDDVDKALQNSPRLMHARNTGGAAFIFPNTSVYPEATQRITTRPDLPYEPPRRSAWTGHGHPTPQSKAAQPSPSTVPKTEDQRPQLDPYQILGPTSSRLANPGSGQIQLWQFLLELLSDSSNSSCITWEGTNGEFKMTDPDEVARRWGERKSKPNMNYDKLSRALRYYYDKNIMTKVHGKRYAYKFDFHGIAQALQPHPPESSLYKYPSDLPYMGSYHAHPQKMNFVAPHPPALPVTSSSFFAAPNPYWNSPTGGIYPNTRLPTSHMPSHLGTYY
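His-tagged ERG Ets domain (1 uM in the protein solution; 300mM KCl, 50mM Tris-HCl, 1mM EDTA, 1mM DTT, pH 7.5) received compound, then a probe mix of 5 nM fluorescein-DNA and 100nM Texas-615-DNA. Fluorescence polarization was read for both dyes.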
ALOX12 inh = Primary qHTS assay for inhibitors of human arachidonate 12S-lipoxygenase (ALOX12): Round 2; purified 12hLO, xylenol orange hydroperoxide absorbance; Potency, µM (doses to about 108 µM), inactives show at the top dose activity change, negative = inhibition, hits mostly inhibitors; 580,000 tested, 1.1% active; also: potency is read from the fitted curve at half-maximal effect; % is scaled to controls: 0 for no effect and ±100 for the full control effect
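Hydroperoxide product was detected by ferrous iron/xylenol orange as the 573 to 405 nm absorbance ratio. Arachidonic acid at 40 uM (final) was turned over for 30 min at room temperature by 150 nM human 12hLO, pH 7.0 Hepes buffer, after 15 min compound preincubation.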
Anesthetic bind = qHTS Assay for Identification of Novel General Anesthetics | apoferritin/1-aminoanthracene competitive binding, fluorescence | Potency, µM (highest dose often 77.5 µM), without a hit: top-dose activity change, negative = displacement, actives largely listed as inhibitors | 350,000 tested, 0.074% active; also: potency is read from the fitted curve at half-maximal effect; % is scaled to controls: 0 for no effect and ±100 for the full control effect; nearly all actives have a fitted effect of over 20% in size
Target sequence (P02791 2-175 limits assumed): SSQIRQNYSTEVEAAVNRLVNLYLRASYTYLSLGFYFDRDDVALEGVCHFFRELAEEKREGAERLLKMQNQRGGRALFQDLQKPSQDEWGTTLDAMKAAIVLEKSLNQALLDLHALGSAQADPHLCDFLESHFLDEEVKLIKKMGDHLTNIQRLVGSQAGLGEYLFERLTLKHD
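Horse-spleen apoferritin (10 uM) in 50% saturated 1-aminoanthracene in PBS was incubated 10 min at room temperature with compound. Fluorescence (ex 380, em 535 nm) was normalized to free and bound 1-AMA, with concentration-response fitted by a four-parameter Hill equation.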
Numbers without * were called inactive; ? = inconclusive; / = not tested or not shown; [ ] = dose if it differs, or a comment. Unless noted, calls follow the shape of the dose curve; as a rule, active = well fitted curve in the direction sought with a large enough effect; inconclusive = small, poorly fitted or top-dose-only effect, or another doubt; inactive = no such curve, though single readings can be large; an effect the other way counts as inactive or inconclusive. Only part of the results is shown, so the mix of outcomes need not match the whole.

The opening 5 records, to show the layout:
Structure	POLB inh	LDHA block	POLH inh	RGS4 inhibitor	APEX1 inh	Pol kappa inh	ERG Ets-DNA blk	ALOX12 inh	Anesthetic bind
C=CCNC(=S)N/N=C/c1cn(-c2ccccc2)nc1-c1ccc(OC)cc1	2%	-5	-22%	-6%	-3%	-16%	/	40µM*	9%
FC(F)(F)c1ccncc1-c1nnc(C2CCCCC2)o1	25%	-8	-18%	10%	2%	-4%	-1%	187%[activator]	-6%
CCOC(=O)CSC1=Nc2ccccc2C2=NC(CCC(=O)NCc3ccccc3)C(=O)N12 (stereo not given)	13%	-2	0%	-7%	/	4%[60.1 µM]	3%	-15%	-5%
CCOC(=O)N1CCN(c2c(N3CCOCC3)c(=O)c2=O)CC1	16%	-7	-5%	10%	0%	-8%	-8%	4%	-3%
Cc1csc(=NC(=O)c2ccccc2)n1Cc1ccco1	30%[activator]	-19	1%	-12%	-3%	-7%[60.1 µM]	/	8%	5%

All compounds of this part, previewed entries included:
Structure	POLB inh	LDHA block	POLH inh	RGS4 inhibitor	APEX1 inh	Pol kappa inh	ERG Ets-DNA blk	ALOX12 inh	Anesthetic bind
C=CCNC(=S)N/N=C/c1cn(-c2ccccc2)nc1-c1ccc(OC)cc1	2%	-5	-22%	-6%	-3%	-16%	/	40µM*	9%
FC(F)(F)c1ccncc1-c1nnc(C2CCCCC2)o1	25%	-8	-18%	10%	2%	-4%	-1%	187%[activator]	-6%
CCOC(=O)CSC1=Nc2ccccc2C2=NC(CCC(=O)NCc3ccccc3)C(=O)N12 (stereo not given)	13%	-2	0%	-7%	/	4%[60.1 µM]	3%	-15%	-5%
CCOC(=O)N1CCN(c2c(N3CCOCC3)c(=O)c2=O)CC1	16%	-7	-5%	10%	0%	-8%	-8%	4%	-3%
Cc1csc(=NC(=O)c2ccccc2)n1Cc1ccco1	30%[activator]	-19	1%	-12%	-3%	-7%[60.1 µM]	/	8%	5%
C=CCc1c(C)nc(-c2ccccc2)nc1N/N=C(\C)c1ccccc1	?	-6	-20%	-1%	-4%	-26%	4%	-9%	-13%
CC[C@@]1(C(=O)OC)N[C@H](CN(C)C(=O)COc2ccccc2)[C@@H]2C(=O)N(C)C(=O)[C@@H]21	/	-4	-4%	-2%	-3%	0%	-5%	?	/
O=C(Nc1cccc(F)c1)C1C2C=CC3(CN(CCCN4CCOCC4)C(=O)C13)O2 (stereo not given)	11%	-9	-14%	1%	?	5%	-9%	-2%	7%
Cc1oc(-c2ccc(Cl)cc2)nc1CS(=O)CC(=O)NC1CCCCCC1 (stereo not given)	1%	-4	3%	14%	-17%	-13%	-10%	-4%	?
O=C(Cn1nnc(-c2ccc(Cl)cc2)n1)N1CCN(C(=O)c2ccco2)CC1	/	2	1%	1%	20%	7%	5%	25%	/
CC(C)C1Nc2ccc(C(=O)NC3CCCCC3)cc2NC1=O (stereo not given)	-9%	-5	-24%	-24%	8%	0%	3%	/	-5%
Cc1ccc(S(=O)(=O)NCCC(=O)NCC(c2ccc(F)cc2)N2CCOCC2)cc1 (stereo not given)	/	-3	-16%	-15%	8%	-13%	-1%	-1%	/
O=C(NCc1cccc(Cl)c1)c1cc(=O)[nH]c2ccccc12	-1%	-6	-2%	-11%	32%	-13%	120%[activator]	-2%	-6%
CCn1c(SCC(=O)Nc2cc(C)ccc2C)nnc1-c1cnccn1	16%	0	0%	11%	-8%	-19%	0%	-18%	-16%
COc1ccc2sc(N(Cc3cccnc3)C(=O)c3ccco3)nc2c1	-22%	4	-13%	-37%	/	-6%[60.1 µM]	-4%	?	-17%
COc1ccc(C(=O)NNC(=O)C(NC(=O)c2cc(OC)cc(OC)c2)C(C)C)cc1 (stereo not given)	/	2	-6%	4%	-1%	2%	0%	0%	/
CCOc1ccc2nc(SCc3ccc(C(=O)OC)o3)[nH]c2c1	-15%	-2	-1%	3%	-8%	-7%	5%	-1%	2%
Fc1cnc(N2CCOCC2)nc1NCc1ccccc1	21%	0	4%	-38%	15%	-2%	6%	6%	-3%
O=S(=O)(c1cccc2nsnc12)N1CCCCC1	41%	-9	2%	6%	37%	-11%	-9%	0%	-5%
CCN(CC)S(=O)(=O)c1cc(Br)c(C)cc1OC	2%	1	-11%	1%	-5%	-15%	-8%	0%	-2%
CCOC(=O)c1c2ccccc2[n+]([O-])n1[C@@H](C)C(N)=O	/	5	1%	8%	15%	-9%	3%	?	/
COc1cc(OC)cc(-c2c(-c3cccs3)c3cc(-c4cnc(N)nc4)ccc3n2C)c1	/	3	-3%	-18%	27%	9%	-7%	?	/
COc1ccc(C(C(=O)NCC2CCCO2)N(Cc2cccs2)C(=O)c2snc(C(N)=O)c2N)cc1 (stereo not given)	8%	-1	-15%	-3%	46%	-14%	-5%	-4%	-14%
CCOc1ccc(N(CC(=O)NC2CCCCC2C)S(=O)(=O)c2c(C)noc2C)cc1 (stereo not given)	48%	-6	-1%	17%	13%	3%	4%	-13%	-16%
Cc1[nH]c2ccccc2c1C(=O)CSc1nc2cc(S(=O)(=O)N3CCCCC3)ccc2o1	18%	-6	-9%	-17%[56.9 µM]	0%	-23%	-1%	7%	-9%

More results
Abbreviations – A = POLB inh; B = LDHA block; C = POLH inh; D = RGS4 inhibitor; E = APEX1 inh; F = Pol kappa inh; G = ERG Ets-DNA blk; H = ALOX12 inh; I = Anesthetic bind
SMILES: O=c1c2cc(-c3ccccc3)sc2ncn1/N=C/c1ccco1
  A: -11%; B: -5; C: -9%; D: -18%; E: 7%; F: -8%; G: 3%; H: 1%; I: -21%
SMILES: CN(Cc1ccc(Cl)cc1Cl)C(=O)CCNC(=O)c1ccco1
  A: /; B: 2; C: -15%; D: -7%; E: -5%; F: 8%; G: 2%; H: ?; I: /
SMILES: O=C(Nc1ccc2ccccc2c1)c1cn(-c2ccccc2)nc1-c1cccs1
  A: 3%; B: -2; C: -12%; D: 31%; E: -4%; F: 0%; G: -8%; H: 0%; I: -12%
SMILES: COc1cc(C=O)ccc1OC(=O)N1CCOCC1
  A: 10%; B: 1; C: -3%; D: -9%; E: 20%; F: -6%; G: 11%; H: -14%; I: -6%
SMILES: O=C(NCCCN1CCCC1)[C@H](CSCc1ccccc1)N1Cc2ccccc2C1=O
  A: -11%; B: -6; C: -9%; D: 20%; E: -1%; F: -1%; G: 6%; H: 7%; I: -20%
SMILES: COc1ccc(NC(=O)c2cc([N+](=O)[O-])ccc2O)cc1
  A: -11%; B: -38*; C: -11%; D: 1%; E: -3%; F: -10%; G: -15%; H: -6%; I: -20%
SMILES: Cc1ccc(S(=O)(=O)N2CCOCC2)cc1C(=O)Nc1nc2ccccc2[nH]1
  A: -12%; B: 7; C: -23%; D: -15%; E: 7%; F: -11%; G: -2%; H: 15%; I: -2%
SMILES: CCN(CC)c1ccc(/C=N/NC(=S)NCc2ccc(OC)cc2)cc1
  A: 5%; B: -4; C: -15%; D: 9%; E: -5%; F: -6%; G: -8%; H: ?; I: /
SMILES: CC1(C)Cc2cccc(OCC(=O)OCC(=O)Nc3cccc(S(N)(=O)=O)c3)c2O1
  A: -1%; B: -9; C: -24%; D: -3%; E: -5%; F: -14%; G: -7%; H: 2%; I: -11%
SMILES: Cc1cccc(-n2c(SCC(=O)c3c(N)n(C4CC4)c(=O)[nH]c3=O)nnc2N2CCOCC2)c1
  A: /; B: -2; C: -7%; D: -14%; E: -5%; F: 7%; G: 12%; H: 218%[activator]; I: /
SMILES: Cc1cc(C)cc(-n2cnc3cc(C(=O)O)ccc32)c1
  A: 2%; B: -7; C: -5%; D: 19%; E: 2%; F: -16%; G: -6%; H: 1%; I: -13%
SMILES: COc1ccc(N2C(=O)CSC23C(=O)N(CC(N)=O)c2ccccc23)cc1 (stereo not given)
  A: 11%; B: 3; C: -7%; D: -12%; E: /; F: 3%; G: 5%; H: -1%; I: -8%
SMILES: CSc1nc(-c2ccco2)nn1C(=O)c1ccccc1
  A: 2%; B: 2; C: -18%; D: -1%; E: -3%; F: -12%; G: 16%; H: 424%[activator]; I: -2%
SMILES: O=C(Cn1cc(C(F)(F)F)cc(Cl)c1=O)Nc1cc(S(=O)(=O)N2CCOCC2)ccc1Cl
  A: 4%[57.1 µM]; B: -4; C: -19%; D: -26%; E: 1%; F: 0%; G: 9%; H: -9%; I: -19%
SMILES: COc1ccccc1-c1nnc(Nc2nc3c(OC)cccc3s2)o1
  A: -1%; B: -7; C: ?; D: 5%[11.4 µM]; E: -7%; F: -17%; G: 0%; H: -21%; I: 11%
